# Chronic BCR inh – blocks chronic active B-cell receptor signaling; Potency, µM (series often up to 46.1 µM), for the others: at the top dose ratio change, negative = lower green/red ratio, usual class: inhibitors; actives 0.05% (n = 340,000); ABC-DLBCL IkBa-CBG/CBR reporter, luminescence ratio, 4 h; active = well fitted inhibition curve with a large enough effect in the signal ratio, with a control signal flat, not every such curve was filed as active; inconclusive = small, poorly fitted or top-dose-only effect, or effect the other way, or a change in a side signal; the % refers to the signal ratio;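 note: potency is the fitted concentration of half-maximal effect; plate controls were basal doxycycline-induced cells for no effect and cells given 10 µM MG132 for full effect; MG132 reads +100%, hits lower the ratio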
#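 TMD8 human ABC-DLBCL cells with doxycycline-inducible IκBα–green luciferase fusion and unfused red luciferase, in 0.5% FBS medium; compounds up to 46 uM, 4 h at 37C. Green/red luminescence ratio, filter-overlap corrected, fitted to concentration-response curves.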
# Mito fusion yeast – blocks mitochondrial division or promotes mitochondrial fusion; Potency, µM (highest dose often 46.1 µM), without a hit: top-dose growth rescue (activation), hits mostly activators; AID 485298; S. cerevisiae fusion-defective mutant growth rescue, CellTiterGlo 48 h; actives 0.23% (n = 320,000);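 note: potency is the fitted concentration of half-maximal effect; % of control where 0% means no effect; nearly all actives have a fitted effect of over 45% in size; temperature-sensitive fusion mutants such as fzo1-1 at 37 °C on non-fermentable ethanol glycerol medium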
#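 Read-out: ATP-based luminescence (CellTiterGlo, 10 min ambient) reporting growth of fusion-defective ts yeast after 48 hours at 37C on glycerol/ethanol YPEG medium in the presence of compound.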
# Eya2 phos inh – blocks the phosphatase activity of human Eya2. Potency, µM (doses to about 76.9 µM), inactives show top-dose activity, negative = inhibition, actives largely listed as inhibitors. O00167. recombinant Eya2, OMFP fluorescence dephosphorylation (OMFP is methylfluorescein phosphate). actives 0.006% (n = 330,000). AID 488837; note: potency is the fitted concentration of half-maximal effect; % is set by controls: 0 for no effect and ±100 for the full control effect
#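 Eya2 (0.2 uM) preincubated 10 min at ambient with compound, then OMFP substrate added at 50 uM; 10 min reaction in 50 mM HEPES pH 7.5, 50 mM NaCl, 5 uM MgCl2, 0.05% BSA, 1 mM DTT. Fluorescence read at Ex 485/Em 525 nm.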
# GALK inhibitor – blocks human galactokinase activity; P51570; Purified GALK, Kinase-Glo residual ATP luminescence; Potency, µM (series often up to 57.5 µM), inactives show at the top dose activity change, negative = inhibition, actives largely listed as inhibitors; actives 0.007% (n = 270,000); note: potency is the fitted concentration of half-maximal effect; % is set by controls: 0 for no effect and ±100 for the full control effect
#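 The enzyme phosphorylates galactose (100 uM) using ATP (35 uM); inhibition is detected as higher residual ATP, quantified by bioluminescence after 1 h reaction at room temperature, pH 8.0.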
# PKM2 activator – PKM2 (human) enzyme activation; purified PKM2, Kinase-Glo ATP luminescence, activation; response scale: 0% is enzyme alone, no compound; Potency, µM (top dose mostly 57.5 µM), without a hit: at the top dose activation, most hits filed as activators; actives 0.34% (n = 260,000); AID 1631; P14618; note: potency is the fitted concentration of half-maximal effect; % is set by controls: 0 for no effect and ±100 for the full control effect; nearly all actives have a fitted effect of over 55% in size
#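 Kinase-Glo luminescence reports ATP generated from ADP (0.1 mM) and PEP (0.5 mM) by purified hPK-M2 after 1 h at room temperature, pH 7.2 imidazole buffer; intermediate enzyme activity allows detecting inhibitors and activators.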
# hERG WT inh – inhibitors of human wildtype KCNH2 potassium channel; Q12809; U2OS, BacMam KCNH2, thallium flux FluxOr; hits give low values; activity change, % at 1.84 µM; actives 0.37% (n = 340,000); AID 720551;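 active = maximum activity change below -70%; inconclusive = maximum activity change between -70% and -50%; inactive = maximum activity change above -50%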; note: % is set by controls: 0 for no effect and ±100 for the full control effect
#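 U2OS cells transduced with wild-type KCNH2 virus are loaded with FluxOr dye for 45 min, and thallium flux is measured in kinetic reads before and after stimulation buffer. Rate constants are normalized to DMSO controls.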
# USP2a inh – blocks human ubiquitin-specific protease USP2a | O75604 | USP2 core, Ub-CHOP2 coupled fluorogenic reporter, 485/531 | Potency, µM (titrated, usually from 38.3 µM), for inactives: top-dose activity change, negative = inhibition, actives largely listed as inhibitors | actives 0.01% (n = 330,000);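 note: potency is the fitted concentration of half-maximal effect; plate controls were DMSO wells for no effect and full inhibition by NEM control for full effect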
# Target sequence (O75604 whole entry, looked up): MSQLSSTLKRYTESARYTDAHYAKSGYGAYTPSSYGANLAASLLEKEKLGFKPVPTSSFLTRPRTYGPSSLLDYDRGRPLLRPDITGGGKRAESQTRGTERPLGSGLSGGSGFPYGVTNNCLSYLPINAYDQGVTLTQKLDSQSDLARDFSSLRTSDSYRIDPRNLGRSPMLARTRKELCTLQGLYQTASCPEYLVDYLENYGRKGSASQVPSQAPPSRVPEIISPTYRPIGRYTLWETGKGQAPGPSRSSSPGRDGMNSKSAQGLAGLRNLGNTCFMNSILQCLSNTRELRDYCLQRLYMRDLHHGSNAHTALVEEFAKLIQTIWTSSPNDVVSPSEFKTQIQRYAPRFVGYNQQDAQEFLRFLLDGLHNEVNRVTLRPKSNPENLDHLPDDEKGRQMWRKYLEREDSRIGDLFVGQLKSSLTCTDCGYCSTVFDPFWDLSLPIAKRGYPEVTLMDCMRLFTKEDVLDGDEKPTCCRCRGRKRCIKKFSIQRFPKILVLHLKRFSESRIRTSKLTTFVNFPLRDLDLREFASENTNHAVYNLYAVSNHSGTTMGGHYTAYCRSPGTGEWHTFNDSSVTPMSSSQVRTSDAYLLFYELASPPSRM
#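 Deubiquitinase activity read as fluorescence (485/531 nm) after Ub-CHOP2 cleavage activates the enterokinase reporter on its substrate; USP2 core 10nM, Ub-CHOP2 and substrate 25nM each, 30min compound preincubation then 60min RT; data normalized to NEM, curves fitted.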
# TSHR antagonist – antagonists of human thyroid stimulating hormone receptor; TSHR-expressing cells, TSH-stimulated cAMP HTRF, 2 h; hits give low values; activity change, negative = inhibition, % at 11.5 µM; actives 0.2% (n = 330,000); P16473; AID 504810;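 active = activity change below a set negative limit, meaning inhibition stronger than a set level, cut at about -70% in these data; inconclusive = activity change between two set negative limits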; note: % is set by controls: 0 for no effect and ±100 for the full control effect
#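 TSHR-expressing cells, 200/well, pre-treated with compound, then stimulated with EC80 TSH (4nM final) for 2 hours at 37 deg C. cAMP measured by competitive HTRF: anti-cAMP cryptate antibody in lysis buffer plus cAMP-d2, read after 30 minutes at room temperature.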
# Menin-MLL TR inh – displaces Texas Red mutant MLL peptide from human menin. O00255. Menin + Texas Red MLL mutant peptide, fluorescence polarization. Potency, µM (doses to about 61.6 µM), inactives show top-dose FP activity change, negative = inhibition, hits mostly inhibitors. actives 0.23% (n = 270,000); active = well fitted inhibition curve with a large enough effect in the polarisation, with a control signal flat, not every such curve was filed as active; inconclusive = small, poorly fitted or top-dose-only effect, or effect the other way, or a change in a side signal; inactive = no such curve, though single readings can be large or run the other way; the % refers to the polarisation; note: potency is the fitted concentration of half-maximal effect; % of control where 0% means no effect; many of its hits are not listed in these tables
# S-ASM inh – human S-ASM enzyme inhibition. Potency, µM (titrated, usually from 57.5 µM), inactives show top-dose activity change, negative = inhibition, hits mostly inhibitors. placental ASM, HMU-PC fluorogenic substrate, 60 min. AID 504937. P17405. actives 0.006% (n = 340,000); note: potency is the fitted concentration of half-maximal effect
#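 qHTS format. ASM enzyme prepared from human placenta hydrolyses the fluorogenic substrate HMU-PC0 (9 uM final) over 60 min at 37 °C after a 10 min compound preincubation.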
# MBNL1 CUG block – MBNL1-poly(CUG) RNA binding inhibition | Q9NR56 | actives 0.036% (n = 280,000) | TR-FRET MBNL1-His/biotin-(CUG)12 binding, 665/545 ratio | AID 2675 | Potency, µM (doses to about 57.5 µM), for inactives: at the top dose activity change, negative = inhibition, usual class: inhibitors; active = well fitted inhibition curve with a large enough effect in the signal ratio, with a control signal flat, not every such curve was filed as active; inconclusive = small, poorly fitted or top-dose-only effect, or effect the other way, or a change in a side signal; inactive = no such curve, though single readings can be large or run the other way; the % refers to the signal ratio; note: potency is the fitted concentration of half-maximal effect; % is set by controls: 0 for no effect and ±100 for the full control effect
# Target sequence (Q9NR56 whole entry, looked up): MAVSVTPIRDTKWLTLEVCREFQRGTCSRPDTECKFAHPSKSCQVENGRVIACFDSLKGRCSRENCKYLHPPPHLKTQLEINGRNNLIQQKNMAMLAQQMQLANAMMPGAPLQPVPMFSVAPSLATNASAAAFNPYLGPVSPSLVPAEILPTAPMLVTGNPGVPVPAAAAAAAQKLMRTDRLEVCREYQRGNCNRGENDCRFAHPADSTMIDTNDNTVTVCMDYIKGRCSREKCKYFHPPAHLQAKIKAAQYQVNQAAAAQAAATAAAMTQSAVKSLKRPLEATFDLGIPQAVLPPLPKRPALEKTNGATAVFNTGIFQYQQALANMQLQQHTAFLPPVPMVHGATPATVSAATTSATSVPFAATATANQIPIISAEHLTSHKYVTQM
#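 TR-FRET readout: Ex 340 nm, 665/545 nm emission ratio, normalized to buffer-only (basal) and MBNL1-(CUG)12 controls. Complex of MBNL1-His with Biotin-(CUG)12, compounds 92 nM–58 uM, incubated 60 min at room temperature.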
# * = called active by the depositor; i = inactive; ? = inconclusive; / = not tested or not shown; [ ] = another dose, or the depositor's remark. Unless noted, calls come from the whole dose curve; as a rule, active = well fitted curve in the direction sought with a large enough effect; inconclusive = small, poorly fitted or top-dose-only effect, or another doubt; inactive = no such curve, though single readings can be large; an effect the other way counts as inactive or inconclusive. Not all compounds are listed. The share of hits here may be higher or lower than overall.
SMILES,Chronic BCR inh,Mito fusion yeast,Eya2 phos inh,GALK inhibitor,PKM2 activator,hERG WT inh,USP2a inh,TSHR antagonist,Menin-MLL TR inh,S-ASM inh,MBNL1 CUG block
COc1ccc(S(=O)(=O)N2CCN(CC(=O)c3[nH]c(C)c(C(C)=O)c3C)CC2)cc1OC,-1%,-1%,6%,/,/,-3,4%,-11,/,1%,/
CN(c1ccccc1C(N)=O)S(=O)(=O)c1ccccc1,-15%,-4%,5%,0%,-14%,5,5%,11,-3%,9%,3%
CCCCc1c(C)nc2cc(-c3ccco3)[nH]n2c1=O,?,-8%,19%,1%,1%,5,1%,-6,/,-3%,4%
O=C(O)c1cc([N+](=O)[O-])ccc1N1CCC(Cc2ccccc2)CC1,21%,13%,0%,2%,-6%,0,2%,-12,26%,-7%,?
CCCOc1ccc(CNC(=O)Cc2cccs2)cc1,5%,-5%,5%,/,/,2,0%,-3,-11%,-2%,-3%
CCCCSc1nc2sc3c(c2c(=O)n1-c1ccc(C)cc1)CCN(C)C3,-14%,0%,-8%,/,/,4,-7%,-74*,?,-5%,10%
Cc1cc(C)n(CCCN2C(=O)c3cccc4cccc(c34)C2=O)n1,-2%,-4%,-9%,-1%,1%,i,-1%,-4,-16%,0%,?
CN1CCN(C2=C(Cl)C(=O)N(c3ccc(Cl)c(Cl)c3)C2=O)CC1,?,-9%,11%,-4%,11%,-8,3%,-10,12%,-2%,2%
CCOc1ccc2oc(C(=O)N(CC)CC(=O)Nc3c(F)cccc3F)c(C)c2c1,0%,1%,18%,/,/,-16,-1%,6,/,-1%,/
O=C(CSc1nnc(CNC(=O)c2c(F)cccc2F)o1)Nc1ccc2c(c1)OCO2,-5%,1%,0%,5%,-10%,0,-2%,-4,15%,-3%,-2%
CN1CCCN(C(=O)c2cc(=O)[nH]c3ccccc23)c2nc3ccccc3nc21,?,0%,12%,1%,-9%,2,3%,8,12%,15%,15%
O=[N+]([O-])c1cc(-c2ccc(/C=N/n3cnnc3)o2)ccc1Cl,3%,-6%,7%,10%,-1%[11.5 µM],0,-1%,-11,18%,-4%,?
CCOc1ccc(C(=O)NCC(=O)OCC(=O)Nc2nnc(-c3ccccc3)o2)cc1,5%,-6%,-2%,/,/,5,2%,6,/,-1%,/
Cc1ccccc1Cn1cc(NC(=O)COc2ccccc2)cn1,?,1%,7%,0%,4%,3,3%,5,-14%,2%,2%
COC(=O)c1cccc(-n2[nH]nnc2=S)c1,6%,-2%,-4%,/,-18%,-1,1%,-3,10%,-3%,-10%
Nc1cc(S(=O)(=O)N2CCCCC2)ccc1Oc1ccccc1,2%,6%,-6%,-2%,-6%,/,2%,-5,-6%,-1%,-1%
CC(=O)c1ccc(C(=O)N2CCCC(C(=O)c3ccc(Cl)cc3)C2)s1 (stereo not drawn),-12%,0%,-4%,-1%,5%,-3,0%,2,/,-3%,-2%
Cc1ccc2c(c1)N(C(C)C(=O)NCc1ccc3c(c1)OCO3)C(=O)CO2 (stereo not drawn),2%,-3%,6%,-1%,-8%,-12,0%,7,/,-2%,0%
CC(=O)C1=C(O)C(=O)N(Cc2ccccc2)C1c1ccccc1F (stereo not drawn),12%,-3%,2%,-2%,6%,4,1%,2,/,4%,8%
COc1ccc(C(=O)C2CCCN(C(=O)CCc3scnc3C)C2)c(C)c1 (stereo not drawn),?,-1%,-8%,-5%,4%,i,1%,15,6%,-3%,?
Cn1c(=O)cc(OCCCC(=O)NCc2cccnc2)c2ccccc21,-5%,1%,-1%,-1%,-5%,-2,-1%,12,-5%,-1%,0%
CC(=O)c1ccc(NC(=O)N2CCN(c3cccc(Cl)c3)CC2)cc1,?,15%,-5%,-7%,10%,5,-6%,-5,11%,-9%,3%
Cc1ccc(OCCn2c(C)c(/C=N/n3cnnc3)c3ccccc32)cc1,?,2%,-13%,0%,3%,-3,2%,1,-8%,-8%,4%
CC(Sc1nnc(-c2ccccc2F)n1C1CC1)C(=O)NC(N)=O (stereo not drawn),-2%,5%,-5%,16%,-3%,26,-3%,3,-14%,3%,-5%
Cc1ccc(NC(=O)[C@@H]2CCC(=O)N2C2OC(=O)c3ccccc32)cc1Cl (stereo partly drawn),0%,-1%,7%,/,-1%,2,0%,13,16%,-1%,3%
O=c1nc(/C=C/c2cccn2-c2ccc([N+](=O)[O-])cc2)cc(C(F)(F)F)[nH]1,2%,6%,1%,-5%,-1%,1,2%,-12,?,-8%,6%
CN1C(=O)N(C)C2CC1N(C)C(=O)N2C,6%,-4%,-1%,0%,1%,14,-2%,-4,10%,3%,0%
O=C1Nc2ccc(Cl)cc2/C1=C/C1CC=CCC1 (stereo not drawn),?,1%,-1%,/,8%,-27,1%,-7,-2%,-13%,16%
C=CCN1C(=O)C2(OCCCO2)c2cccc(Cl)c21,-2%,1%,12%,5%,-1%,-10,0%,-3,-23%,3%,0%
COc1ccccc1CN1CC(C(=O)N2CCOCC2)CCC1=O (stereo not drawn),-3%,0%,-7%,0%,-1%,-20,1%,10,/,1%,-2%
CCOC(=O)c1c(C)[nH]c(C(=O)COC(=O)c2cn(CC)c3nc(C)ccc3c2=O)c1C,5%,-8%,-15%,0%,-3%,/,5%,-7,7%,/,0%
COC(=O)/C(=C\c1ccc(O)cc1)c1nc2ccccc2[nH]1,?,-2%,16%,-1%,2%,9,-1%,-6,-4%,35%[activator],4%
CCNC(=O)N1CCC(n2nccc2NC(=O)CCOc2ccccc2)CC1,5%,22%,-2%,1%,-1%,3,1%,-8,-13%,3%,-4%
CCC(=O)N1CCN(c2nc(CC)nc3sc4c(c23)CCCC4)CC1,?,16%,5%,7%,2%[11.5 µM],-6,-5%,-7,-28%,0%,-3%
CCOC(=O)C1(O)CC(C)=NN1C(=O)c1cccc(Cl)c1 (stereo not drawn),1%,-7%,5%,2%,0%,5,0%,23,6%,4%,-25%
CC(=O)N1CCCc2cc(S(=O)(=O)CCC(=O)N3CCN(c4ccccc4)CC3)ccc21,-1%,1%,8%,1%,-1%,6,3%,-3,-14%,1%,-6%
COCCNC(=O)c1nc2ccccc2s1,?,-1%,-17%,/,0%,i,1%,-5,-15%,1%,4%[11.5 µM]
COc1ccc(CNC(=O)C/C(C)=N/NC(=O)COc2ccc(C)cc2Br)cc1,?,0%,2%,-1%,2%,5,9%,-4,5%,-1%,/
O=C(Oc1ccc2ccc(OC(=O)N3CCOCC3)cc2c1)N1CCOCC1,?,-6%,-12%,3%,0%,-11,0%,-6,-8%,3%,-1%
CCOC(=O)N1CCN(c2nc(C)cc(C(F)(F)F)n2)CC1,3%,-8%,-7%,-1%,-8%,-2,1%,47,?,1%,-1%
CC(C)(C)OC(=O)NNC(=O)c1cccs1,0%,1%,-2%,0%,0%,?,3%,-3,-4%,4%,0%
Cc1cccc(Nc2nc(-c3ccc(F)cc3)cs2)n1,?,-7%,?,-6%,-5%[11.5 µM],-9,-2%,-21,?,-10%,-14%
CC1CCN(C(=O)CCNS(=O)(=O)c2ccc3c(c2)c(=O)n(C)c(=O)n3C)CC1,-2%,-5%,8%,6%,-1%[0.46 µM],6,0%,-2,-1%,1%,-4%
CCOC(=O)c1c(-c2ccc(OC)cc2)nc2nonc2c1N,-3%,11%,0%,2%,0%,-1,0%,-4,-1%,0%,?
CCN(Cc1cc2ccccc2[nH]c1=O)S(=O)(=O)c1ccc(OC)cc1,-5%,1%,0%,1%,/,-6,3%,6,/,-2%,-2%
CCCS(=O)(=O)N1CCC(Cc2ccc(OC)cc2)(C(=O)OCC)CC1,?,13%,-6%,10%,-2%,1,1%,1,-9%,1%,5%
Cc1ccc(S(=O)(=O)NC(=O)N2CCN(Cc3c(F)cccc3Cl)CC2)cc1,3%,0%,-13%,/,5%,3,3%,8,/,3%,-7%
Cn1ccnc1SCC(=O)Nc1cc(C(F)(F)F)ccc1N1CCOCC1,-1%,-2%,2%,-3%,-5%,-1,3%,7,-1%,4%,-2%

# Source: PubChem BioAssay
